Assay outcomes (PubChem BioAssay)
mcGAS inh: mouse cGAS inhibition by luminescence; AID 1259399; inhibition, % at 12.5 µM; recombinant cGAS, Kinase-Glo ATP depletion luminescence; Q8C6L5; 160,000 compounds, 0.15% hits;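 further: 0% = negative control wells and 100% = reference inhibitor with no enzyme activity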
NPYLR7 ag: activates Aedes aegypti NPYLR7 receptor. HEK293T NPYLR7/Galpha15, GCaMP6s calcium fluorescence. activation, % at 10 µM. 270,000 compounds, 0.15% hits. AID 1259423; in the data active means activation above about 40%;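 further: 0% = vehicle and 100% = reference agonist at the receptor; some compounds past the cut are filed as inactive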
hcGAS inh: human cGAS inhibition; AID 1259398; recombinant h-cGAS, ATP depletion, Kinase-Glo luminescence; Q8N884; 290,000 compounds, 0.081% hits; inhibition, % at 12.5 µM;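 further: 0% = vehicle reaction and 100% = reaction without DNA for no activity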
Target sequence (Q8N884 whole entry, looked up): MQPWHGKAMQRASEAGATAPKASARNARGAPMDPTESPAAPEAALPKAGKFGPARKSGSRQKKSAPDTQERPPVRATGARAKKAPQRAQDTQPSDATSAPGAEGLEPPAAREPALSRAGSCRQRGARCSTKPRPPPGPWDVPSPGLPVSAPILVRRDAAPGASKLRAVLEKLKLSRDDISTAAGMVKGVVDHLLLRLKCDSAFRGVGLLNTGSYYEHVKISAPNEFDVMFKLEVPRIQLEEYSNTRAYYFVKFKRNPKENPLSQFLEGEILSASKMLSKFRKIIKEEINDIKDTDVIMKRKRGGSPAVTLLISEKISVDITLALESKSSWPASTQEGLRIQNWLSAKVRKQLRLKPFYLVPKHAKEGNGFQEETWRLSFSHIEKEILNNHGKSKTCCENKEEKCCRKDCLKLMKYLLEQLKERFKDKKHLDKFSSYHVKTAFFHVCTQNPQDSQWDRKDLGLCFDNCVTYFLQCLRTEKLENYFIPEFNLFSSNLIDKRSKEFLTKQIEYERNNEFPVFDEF
* marks the source's active call; other numbers are inactive results; x = no result given; & = joins results of further samples. Unless noted, no stated cut-off is given here; in the data, active means inhibition above about 40%; inactive means the rest.

SMILES | mcGAS inh | NPYLR7 ag | hcGAS inh
CCc1ccc(S(=O)(=O)N2CCN(c3ccc4nnc(-c5ccco5)n4n3)CC2)cc1 | -8 | 3 | -8
CCOc1ccc(-c2ccc(=O)n(CCNC(=O)C3c4ccccc4Oc4ccccc43)n2)cc1 | -6 | -2 | -7
CN(CCCNC(=O)CCC(=O)N1CCc2ccccc21)c1ccccc1 | -3 | -8 | -3
CNc1nc(N2CCC(Cc3nnc(SC)n3C)CC2)nc2c1CCC2 | -12 | -5 | -6
COc1ccc(-c2cc(C(=O)NCc3cccnc3)n3nc(C(C)(C)C)cc3n2)cc1 | 0 | -7 | 0
CNC(=O)COc1coc(CN2CCN(Cc3ccccc3)CC2)cc1=O | -9 | -1 | -5
CNc1nc(CN2CCCC3(C2)CN(C)C(=O)O3)cs1 (stereo not given) | -2 | -2 | -2
CCOC(=O)/C=C/C(=O)n1nc(C)cc1C | x | -4 | 5
Cc1sc(NC(=O)c2cccc(N3CCCC3=O)c2)nc1-c1ccccc1 | x | 2 | -1
CC1(C)O[C@@H]2C[C@@](OCc3cccc(C(F)(F)F)c3)(C(=O)NC3CC3)CC(OCc3cccc(F)c3F)[C@@H]2O1 (stereo not given in full) | -4 | 7 | -9
CCCCCCC1CCC(c2noc(-c3ccc([N+](=O)[O-])cc3)n2)CC1 (stereo not given) | x | 2 | 1
CC(C)n1c(N)nnc1SCCN(C)c1ccccc1 | -17 | 8 | -11
COc1cccc(-c2cn[nH]c2C2CCN(C(=O)CCn3cncn3)CC2)c1 | x | 1 | -9
C=CCn1c2ccccc2n2c(C(C)=O)c(-c3ccccc3)nc12 | x | -14 | -5
C#CCN(Cc1ccc(F)cc1)C(=O)Cn1c(=O)n(C)c2ccccc21 | x | -3 | -4
CO[C@]1(C)C2C=C(C)CC1c1c(nc3ccccc3c1N)C2 (stereo not given in full) | x | 8 | 0
CCCc1cc(=O)n2[nH]c(C)c(-c3cccc4ccccc34)c2n1 | x | -15 | -8
CC1=C(C(=O)OCCc2ccccc2)C(c2ccccc2C(F)(F)F)NC(=O)N1C (stereo not given) | 3 | -6 | 9
Cc1cccnc1CN1CCN(CC(C)c2ccccc2)CC1 (stereo not given) | x | -3 | 0
CC(C)Oc1ccc(S(=O)(=O)N2CCCCC2)cc1NC(=O)CSc1nncn1C1CC1 | 56* | -4 | -1
CCOC(=O)C1CCCN(C(=O)c2cccc(Nc3c(Oc4ccc5c(c4)OCO5)cnn(C)c3=O)c2)C1 (stereo not given) | 0 | -7 | 1
CCCc1cc2c(=O)c(-c3ccc(C(=O)OCC)o3)c(C)oc2cc1OC | 3 | 1 | -1
O=C(NCc1cc(Br)ccc1F)Nc1nccs1 | x | -4 | 9
Cc1c(NC(=O)C2CSCN2C(=O)C(C)(C)C)cccc1C(N)=O (stereo not given) | -17 | -1 | -12
CCCN1C[C@H](CSC)C[C@@H]2c3cccc4[nH]cc(c34)C[C@H]21 | -6&-4 | -11&-1&1&2 | -2&-3&-3&-3&5
SMILES | mcGAS inh | NPYLR7 ag | hcGAS inh
COc1ccccc1Cn1cnc2c([nH]c3ccc(C)cc32)c1=O | -7 | -4 | -8
CCOC(=O)c1nn(-c2ccc(Cl)cc2)c(=O)c2c(NC(=O)C3CCCCC3)scc12 | -8 | 11 | -10
O=C(Nc1ccccc1F)N1CCCCC1CCc1cccc(O)c1 (stereo not given) | -11 | 2 | -11
COCC(=O)Nc1cccc(-c2nc3ncccc3o2)c1 | 0 | x | -1
COc1ccc(CN2CCC3(CC2)N=C(c2ccc(Cl)cc2)NC3=O)cc1 | x | -5 | -9
CC1(C(=O)NS(=O)(=O)c2cccc(F)c2)CCN1C(=O)Cc1cccc2ccccc12 (stereo not given) | x | 5 | -10
CC(C)CC1COCCN1C(=O)Nc1nnc(C(C)C)s1 (stereo not given) | x | 0 | -4
COc1cccc(C2OC(c3c(C)nc4cc(C)ccn34)=NN2C(C)=O)c1 (stereo not given) | x | 2 | -5
CC(C)c1ccc(CC(=O)N2CCC2(C)C(=O)NS(=O)(=O)c2ccc(Cl)cc2)cc1 (stereo not given) | x | 3 | -4
COC(=O)C1=C(C)NC(C)=C(C(=O)OC)C1c1ccc2c(c1)OCO2 | -7 | -10 | -6
C#CCN1CCC(C(=O)Nc2cc(C(C)(C)C)nn2C2CCS(=O)(=O)C2)CC1 (stereo not given) | -14 | -3 | -10
O=S(=O)(NC1CCSc2ccc(F)cc21)c1ccc(Cl)cc1F (stereo not given) | x | 3 | -4
COC1CCCN(c2nncc(-c3ccc(Cl)cc3)n2)C1 (stereo not given) | -4 | 3 | -5
CCN(C(=O)C1CC(=O)Nc2cc(F)ccc21)c1nc2ccccc2s1 (stereo not given) | -10 | 4 | -8
O=C(NCCc1ccccc1)c1ccc(OC2CCN(C(=O)c3cncs3)CC2)cc1 | 2 | -26 | -3
Cc1ccccc1Cn1cc(S(=O)(=O)CC(=O)Nc2ccccc2)c2ccccc21 | -7 | 0 | -8
COc1ccc(CN2CC(OCc3ccccc3F)CN(C(=O)C(=O)c3ccccc3)CC2=O)cc1 (stereo not given) | -8 | 20 | -17
O=C(c1cccc(F)c1)N(Cc1ccco1)Cc1nc2cc(Cl)ccc2o1 | -4 | -1 | -5
Cc1cc(C(=O)NCc2ccc(F)cc2)nc2cc(-c3ccccc3)nn12 | -8 | 2 | -7
CC(/C=C1\N=C(c2ccc(Cl)c([N+](=O)[O-])c2)OC1=O)=C\c1ccccc1 | -5 | -2 | -5
Cc1cccc(CCC(=O)NC2CCN(C(=O)c3ccco3)CC2)c1 | x | 0 | -10
O=C(C1CC1)N1CCN(c2nc(Cc3ccccc3)nc3onc(-c4ccccc4)c23)CC1 | -3 | 1 | -2
CCOC(=O)C(c1cc(OC)ccc1OC)C1C=CC(NC(=O)c2cc(Cl)ccc2F)C1 (stereo not given) | -5 | 0 | -6
CCNC(=O)C1(C)CCN1Cc1ccc(OC)c2ccccc12 (stereo not given) | x | 8 | -2
COc1cc(OC)cc(C(=O)Nc2ccc3c(c2)CN(CC2CC2)C(=O)C(C)O3)c1 (stereo not given) | 0 | x | 2

2 entries from above, reformatted:
O=C(Nc1ccccc1F)N1CCCCC1CCc1cccc(O)c1 (stereo not given)
  mcGAS inh: -11
  NPYLR7 ag: 2
  hcGAS inh: -11

COCC(=O)Nc1cccc(-c2nc3ncccc3o2)c1
  mcGAS inh: 0
  NPYLR7 ag: x
  hcGAS inh: -1

The results go on.
SMILES | mcGAS inh | NPYLR7 ag | hcGAS inh
COc1cccc(-c2cc3nc(NCCCN(C)C)n(C)c(=O)c3s2)c1 | x | 6 | -12
CCC(C#N)NC(=O)CCc1ccc(C(=O)OC)cc1 (stereo not given) | -13 | 6 | -7
Cc1ccc2nc(C)c(NC(=O)CC3CCCCC3)c(=O)n2c1 | x | 3 | -15
COCCCNCc1c(-c2ccccc2)noc1N(C)C(C)C | x | 4 | -2
CCOC(=O)CC1CCCCN1C(=O)CCC1(Cc2ccc(F)cc2)CCC(=O)N1 (stereo not given) | -13 | 3 | -9
CN(C)c1ccc(/C=N\n2c(=O)[nH][nH]c2=O)cc1 | -4 | -3 | -3
O=C(C1CCC1)N(c1ccc(O)cc1)S(=O)(=O)c1ccccc1 | x | -5 | -8
O=C(NCCc1ccccn1)c1cc2n(n1)CCN(CC1CC1)C2=O | -3 | 3 | -3
CNCCCCNC1CCN(c2ccc(-n3ccnc3)cc2)CC1 | x | -1 | -12
Cc1cccc(CN2C(=O)C3(SCCN3C(=O)c3ccco3)c3cc(C)ccc32)c1 (stereo not given) | -6 | 5 | -12
Cn1c(=NC(=O)c2nc3ccccc3s2)sc2cc(S(C)(=O)=O)ccc21 | x | 0 | -7
CCc1cccc(C)c1NC(=O)CCc1ccc2c(c1)OCO2 | -8 | 1 | -9
COCCN(Cc1ccc(OC)c(OS(=O)(=O)c2cccc(C(F)(F)F)c2)c1)C(=O)Nc1c(C(C)C)cccc1C(C)C | -7 | -1 | -11
O=C(NCCN1CCCC(c2ccccc2)C1)c1cn(C2CCCCC2)nn1 (stereo not given) | -11 | 14 | -6
COC(=O)c1cc(C)nc(N2Cc3cnn(CCO)c3C2)n1 | -3 | -7 | -2
COC(=O)c1c(NC(=O)Cn2nc(C(F)(F)F)cc2C)sc2c1CCCC2 | -5 | -1 | -4
CC(C(=O)NCCc1cccc(Cl)c1)n1cncn1 (stereo not given) | x | 8 | -17
CCOC(=O)c1c(C)c(C(=O)NC2CCCC2)c(C)n1CC | -7 | 11 | -5
COc1ccc(Cl)cc1CNC(=O)CSCc1cc(C)no1 | x | 8 | -6
CN(C)c1nc2c(c(=O)[nH]1)CCN(C(=O)NC13CC4CC(CC(C4)C1)C3)C2 | -11 | x | -7
CC(CCc1ccccc1)NC(=O)c1cc(=O)c(OCc2ccccc2)co1 (stereo not given) | x | -2 | -6
Cc1ncsc1CCn1ccnc1-c1cnc(-c2cccs2)nc1 | x | 3 | -6
Cc1ccc(C)c(-c2[nH]ncc2C2NCCc3[nH]cnc32)c1 (stereo not given) | x | 0 | 2
Nc1ccc2c(c1)S(=O)(=O)N=C(C1CCCC1)N2c1ccccc1 | x | 23 | -9
CCOC(=O)Nc1cccc(NC(=O)NCC(C)(O)CC)c1C (stereo not given) | x | -6 | 0
SMILES | mcGAS inh | NPYLR7 ag | hcGAS inh
COCC(=O)Nc1ccc(N2CCN(C(=O)NCC3CCCCC3)CC2)nc1 | -8 | 26 | -5
Cc1sc(NC(=O)Cn2cnc([N+](=O)[O-])n2)c(C(N)=O)c1C | -6 | -11 | -6
CCn1cc(C(CC(=O)NCc2ccc(F)cc2)c2cccc(C)c2)c2ccccc21 (stereo not given) | -1 | x | -1
CC(NC(=O)c1ccc(Br)s1)C(=O)N(C)Cc1ccccc1C(F)(F)F (stereo not given) | -13 | -3 | -6
CC(C)c1cc(Oc2ccc(Cl)cc2)nc(SCc2cccc(C#N)c2)n1 | -3 | 2 | -2
COc1ccc(C(=O)NCCNC(=O)[C@H]2CCCN2C(=O)C(C)(C)CCl)cc1 | -8 | 25 | -7

By substructure: the entries above containing fluorine
SMILES | mcGAS inh | NPYLR7 ag | hcGAS inh
CC1(C)O[C@@H]2C[C@@](OCc3cccc(C(F)(F)F)c3)(C(=O)NC3CC3)CC(OCc3cccc(F)c3F)[C@@H]2O1 (stereo not given in full) | -4 | 7 | -9
C#CCN(Cc1ccc(F)cc1)C(=O)Cn1c(=O)n(C)c2ccccc21 | x | -3 | -4
CC1=C(C(=O)OCCc2ccccc2)C(c2ccccc2C(F)(F)F)NC(=O)N1C (stereo not given) | 3 | -6 | 9
O=C(NCc1cc(Br)ccc1F)Nc1nccs1 | x | -4 | 9
O=C(Nc1ccccc1F)N1CCCCC1CCc1cccc(O)c1 (stereo not given) | -11 | 2 | -11
CC1(C(=O)NS(=O)(=O)c2cccc(F)c2)CCN1C(=O)Cc1cccc2ccccc12 (stereo not given) | x | 5 | -10
O=S(=O)(NC1CCSc2ccc(F)cc21)c1ccc(Cl)cc1F (stereo not given) | x | 3 | -4
CCN(C(=O)C1CC(=O)Nc2cc(F)ccc21)c1nc2ccccc2s1 (stereo not given) | -10 | 4 | -8
COc1ccc(CN2CC(OCc3ccccc3F)CN(C(=O)C(=O)c3ccccc3)CC2=O)cc1 (stereo not given) | -8 | 20 | -17
O=C(c1cccc(F)c1)N(Cc1ccco1)Cc1nc2cc(Cl)ccc2o1 | -4 | -1 | -5
Cc1cc(C(=O)NCc2ccc(F)cc2)nc2cc(-c3ccccc3)nn12 | -8 | 2 | -7
CCOC(=O)C(c1cc(OC)ccc1OC)C1C=CC(NC(=O)c2cc(Cl)ccc2F)C1 (stereo not given) | -5 | 0 | -6
CCOC(=O)CC1CCCCN1C(=O)CCC1(Cc2ccc(F)cc2)CCC(=O)N1 (stereo not given) | -13 | 3 | -9
COCCN(Cc1ccc(OC)c(OS(=O)(=O)c2cccc(C(F)(F)F)c2)c1)C(=O)Nc1c(C(C)C)cccc1C(C)C | -7 | -1 | -11
COC(=O)c1c(NC(=O)Cn2nc(C(F)(F)F)cc2C)sc2c1CCCC2 | -5 | -1 | -4
CCn1cc(C(CC(=O)NCc2ccc(F)cc2)c2cccc(C)c2)c2ccccc21 (stereo not given) | -1 | x | -1
CC(NC(=O)c1ccc(Br)s1)C(=O)N(C)Cc1ccccc1C(F)(F)F (stereo not given) | -13 | -3 | -6
